Compound activity as filed in PubChem.
PAX8 inh HTS: PAX8 transcriptional activity inhibition; RMG-I TPO-luciferase reporter, SteadyGlo, 24 h; inhibition, % at 12.6 µM; 1.2% of 360,000 active; AID 652154;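 active = mean replicate inhibition at least 60% with every replicate also reaching 60%; inconclusive = only one of the two criteria is met; inactive = mean below 60% and not all replicates reaching 60%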;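 also: luciferase light reporting Pax8 driven TPO promoter activity; plate controls were median of neutral control wells for no effect and mitoxantrone controls for full effect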
PGC1a acetyl inh: modulators of PGC1a acetylation; AID 651687; inhibition, % at 15.6 µM; 0.17% of 350,000 active; U2OS PGC1a acetylation, AlphaScreen anti-acetyl-lysine; with virally co-expressed GCN5 acetyltransferase;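 active = every replicate shows inhibition of at least 40%; inconclusive = mean inhibition at least 40% but some replicate below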;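 also: 0% = neutral control wells and 100% = positive control wells; some results beyond the cut were filed as inactive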
INS-1E GSIS act: primary screen for activators of insulin secretion dependent on glucose, INS-1E cells, GLuc reporter luminescence. INS-1E GLuc reporter insulin secretion, 2-3 h. activation, % at 16.6 µM. 0.61% of 370,000 active;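 active = lowest replicate activation of at least 40%, so every replicate reaches that level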;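 also: 0% = median of neutral control wells and 100% = median of IBMX positive control wells; some compounds called inactive have numbers as strong as hits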
ARNT-TACC3 inh: disrupts binding between human ARNT and TACC3 | AlphaScreen His-ARNT PAS-B/GST-TACC3 binding, luminescence; TACC3 fragment carries E629A point mutation | inhibition, % at 9.99 µM | 0.66% of 390,000 active | AID 623870;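 active = mean inhibition of replicates at least 50% and at least half of replicates each reaching 50%; inconclusive = half or more replicates reach 50% but mean below 50%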;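 also: 0% = complete ARNT plus TACC3 wells and 100% = ARNT alone without TACC3; many hits fall short of the cut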
PglD DTNB: PglD (C. jejuni) enzyme inhibition; purified PglD enzyme, DTNB colorimetric CoA detection; inhibition, % at 12.5 µM; 0.098% of 360,000 active; AID 602405; in the data active = inhibition above about 16%, passing the limit was not always enough; inconclusive = no clear call, values can overlap the other calls; also: strong numbers were not always called active
LGR2 antag: inhibitors of bursicon-induced Drosophila LGR2 receptor cAMP signaling; HEK293 LGR2, CRE-luciferase, bursicon-stimulated, 4 h; 0.35% of 380,000 active; AID 720647; inhibition, % at 9.99 µM;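 active = drop in luminescence signal, shown as inhibition above about 50% in the replicate tests, limit read from the data, passing the limit was not always enough; inconclusive = probably only some replicates passing the limit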;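 also: agonist challenge used bursicon conditioned medium at about half maximal strength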
C2C12 statin: suppressors of simvastatin-induced myotoxicity in C2C12 myotubes; 0.78% of 330,000 active; rescue of ATP level, % at 7.49 µM; ATP luminescence, 48 h; scaled: DMSO 0, geranylgeraniol control 100; AID 602340;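 active = mean ATP rescue above about 67%, or every replicate alone reaching that limit, limit read from the data, passing the limit was not always enough; inconclusive = no clear call, values can overlap the other calls; inactive = mean under the limit and some replicate under it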;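 also: myotubes were challenged with 10 µM simvastatin during compound exposure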
Cneo AK release: causes C. neoformans cell lysis; lysis activity, % at 15 µM; AID 651654; 0.2% of 360,000 active; adenylate kinase release luminescence, 4 h; normalised: neutral wells 0, clomiphene wells 100;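 active = mean lysis activity across replicates of at least 80%, whatever share of replicates individually reach that level; inactive = mean lysis activity below 80%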
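Material: C. neoformans cells; Schedule: 4 h static compound exposure, 37 °C, read 1 h post-reagent; Measured by: adenylate kinase release luminescence; Read-out: signal increase indicating cell lysis; Controls: Clomiphene as positive lysis control.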
An asterisk follows results filed as active; ? = inconclusive; . = no result given; & = joins results of further samples.

SMILES	PAX8 inh HTS	PGC1a acetyl inh	INS-1E GSIS act	ARNT-TACC3 inh	PglD DTNB	LGR2 antag	C2C12 statin	Cneo AK release
C[C@H](CO)N1C[C@H](C)[C@H](CN(C)S(=O)(=O)c2ccccc2)OCCCC[C@H](C)Oc2ccc(NS(C)(=O)=O)cc2C1=O	-3.0	0.0	7.3	-7.2	0.9	-4.8	?	1.7
O=C(NCCc1ccccc1)C1CC(=O)N(C2CCCCC2)C1 (stereo not drawn)	-7.3	.	11.2	-3.5	-5.9	1.8	.	-2.1
COc1ccc(CNc2nc3ccccc3n2C(C)C)c(O)c1	-15.1	1.6	-31.8	5.7	1.2	1.4	-13.6	0.3
O=C(Nc1ccccc1C(F)(F)F)c1ncn[nH]1	12.0	8.4	14.4	59.0*	.	9.4	-7.3	.
O=C(CSc1nccn(-c2ccc(Br)cc2)c1=O)NC1CCCC1	9.5	.	5.7	0.1	4.8	17.2	.	4.1
CCN1CCN(c2ccc(S(=O)(=O)N3CCOCC3)cc2NC(=O)/C=C/c2cccc(OC)c2OC)CC1	-14.1	.	-3.0	7.0	-4.0	10.4	14.4	-0.2
CCOc1ccc(Br)cc1S(=O)(=O)Nc1cccc(S(=O)(=O)Nc2ccccc2C(=O)O)c1	-7.9	.	11.5	-0.6	-4.5	-1.5	4.3	-2.7
CCOC(=O)c1c(C)[nH]c(C(=O)/C(C#N)=C/c2ccc(OC)c(OC)c2)c1C	-16.4	.	-1.7	-4.2	3.1	-3.8	.	-1.8
Cc1ccc(NC(=O)CCCc2ccccc2)nc1	-147.9	11.7	12.4	-2.7	3.0	-40.1	-1.8	-0.7
CCCCCC(=O)N1C[C@H](O)[C@@H](n2cc(COC(=O)c3ccccc3)nn2)C[C@@H]1c1ccc(OC)cc1	11.1	-0.2	-18.2	.	0.2	5.8	-7.1	-0.5
Cc1cc(C)n(CC(=O)NC2C(=O)N3C(C(=O)O)=C(CSc4nnc(C)s4)CSC23)n1 (stereo not drawn)	9.0	.	-7.8	-2.2	.	-2.1	.	.
O=C1C2C(c3ccccc3)CC=CC2[C@H](c2ccoc2)N1Cc1ccccc1 (stereo partly drawn)	-6.7	.	1.7	-7.0	-0.4	5.9	-28.5	0.3
S=c1[nH]nc(CNc2ccc(Cl)cc2)n1Cc1ccccc1	8.8	6.2	3.7	-3.4	.	-9.2	.	.
COc1ccccc1OCCC(=O)OCC(=O)NCc1ccc(F)cc1	-4.6	-1.8	.	0.0	-4.0	8.1	17.1	1.8
O=C(OCC(=O)N1c2ccccc2Sc2ccccc21)c1cccnc1	29.8	.	-10.3	2.1	.	-24.9	.	.

Copied from the list:
Under Cneo AK release, `O=C1C2C(c3ccccc3)CC=CC2[C@H](c2ccoc2)N1Cc1ccccc1` (stereo partly drawn) reads 0.3
Under LGR2 antag, `Cc1ccc(NC(=O)CCCc2ccccc2)nc1` reads -40.1

Next part.
SMILES	PAX8 inh HTS	PGC1a acetyl inh	INS-1E GSIS act	ARNT-TACC3 inh	PglD DTNB	LGR2 antag	C2C12 statin	Cneo AK release
CC1CCCC(NC(=O)c2ccc3c(c2)NC(=O)CS3)C1C (stereo not drawn)	-18.3	-0.8	7.2	3.1	2.6	7.7	7.5	1.5
COc1ccc(-c2noc(C(C)n3nc(C)c([N+](=O)[O-])c3C)n2)cc1OC (stereo not drawn)	.	4.7	.	5.8	-0.8	.	.	4.9
OCCn1nc2c3ccccc3nc-2n(-c2ccccc2)c1=S	.	-7.1	4.7	-5.0	0.6	-16.3	5.2	0.0
CC(=O)c1cn(CC(=O)Nc2ccc(C)cc2C)c2ccccc12	.	4.4	.	-4.3	3.7	.	0.5	1.5
COC(=O)C1=CN(Cc2ccccc2)C=C(C(=O)OC)C1c1ccc(OC)c(OC)c1	-0.1	.	-8.3	-25.0	-2.0	-1.0	10.0	0.6
CC(=O)c1cccc(CN2CCCC(CCC(=O)NCc3ccccc3F)C2)c1 (stereo not drawn)	-21.3	6.1	0.4	-15.1	.	0.2	.	.
COc1cc(/C(C)=N/NC(=O)CN2CCN(S(=O)(=O)c3ccc(C)cc3)CC2)ccc1O	-3.6	-2.5	-5.3	1.0	-0.5	6.4	-4.1	-1.5
C[C@H](CO)N1C[C@H](C)[C@H](CN(C)C(=O)c2ccccc2)Oc2ncc(C#CC3CC3)cc2C1=O	.	-23.3	3.2	-3.3	-3.5	-3.4	-0.2	8.6
C#CCn1c(=NC(=O)c2cccs2)sc2cccc(OC)c21	-61.7	-6.5	22.9	-0.7	5.7	-50.2	16.4	2.6
CN1CCN(C(=O)c2cc3c(c(-c4cccc(C#CCC5CCCC5)c4)n2)[C@H](CCO)N(S(=O)C(C)(C)C)C3)CC1 (stereo partly drawn)	-55.5	-20.9	-19.8	0.9	-1.1	11.1	.	7.8
CO[C@H]1CN(C)C(=O)c2ccc(NC(=O)C3CCCC3)cc2OC[C@@H](C)N(Cc2cocn2)C[C@H]1C	-13.3	7.6	-2.8	0.6	2.1	10.8	-1.9	-2.4
COc1ccccc1-c1cc(C(F)(F)F)nc(S(=O)(=O)CCCC(=O)O)n1	.	-5.0	-2.9	-3.6	4.2	.	19.6	-0.8
CN(C)C1N(C(=O)c2ccccc2)N=C2c3ccccc3S(=O)(=O)N21 (stereo not drawn)	0.5	-3.6	25.2	-1.2	4.2	3.6	5.7	2.6
Cc1cc(NC(=O)CCC2CCCC2)no1	.	-1.4	21.9	-4.5	11.5	.	-4.4	-2.8
CC(C)(C)Cc1nnc(NC(=O)CCc2ccccc2)s1	-74.0	12.0	-1.0	29.6	6.0	-12.8	-12.9	-4.6
C=CCn1c(SCC(=O)Nc2c(C)n(C)n(-c3ccccc3)c2=O)nc2scc(-c3ccccc3)c2c1=O	21.8	0.6	.	.	-0.5	.	22.0	-0.2
COc1cccc(/C=C2/C(=O)NN(c3ccccc3)C2=O)c1	8.2	3.9	11.7	6.3	-3.1	-14.3	9.4	-1.4
COCCN(C(=O)CSc1nncn1-c1ccccc1)c1c(N)n(Cc2ccccc2)c(=O)[nH]c1=O	20.3	.	5.0	-4.8	.	2.4	.	.
CCOc1ccccc1NC(=O)CN(C)S(=O)(=O)c1cccc2nsnc12	-6.4	8.7	.	7.0	4.6	.	5.7	-3.0
COc1ccc(Cn2nnnc2C(CC(C)C)N2CCN(c3ccccc3)CC2)cc1 (stereo not drawn)	.	-3.6	2.4	-20.7	.	10.1	12.4	-5.0
Cc1noc(C)c1NC(=O)Nc1ccc2c(c1)C(=O)N([C@@H](C)CO)C[C@H](C)[C@@H](CN(C)S(=O)(=O)c1c(C)noc1C)OCCCC[C@H](C)O2	-16.3	2.7	-0.4	-0.7	4.4	-9.8	-2.7	58.1
CCC(=O)N1CCC2(CC1)Oc1ccc(F)cc1C(=O)C21CC(c2ccccc2)=NO1 (stereo not drawn)	-10.2	-1.6	-21.0	-8.2	-0.7	-7.9	-14.6	0.3
CCOC(=O)CN(C(=O)COc1nc(-c2ccccc2)cc(C)c1C#N)c1ccccc1C	2.4	0.2	9.6	.	-2.7	1.8	-2.2	7.4
CCC(=O)Nc1ccc2c(c1)C(=O)N(C)C[C@H](OC)[C@@H](C)CN(Cc1ccccc1)[C@@H](C)CO2	.	-3.0	12.0	.	-2.1	7.4	-3.7	.
COC(=O)c1ccccc1NC(=O)CN1C(=O)CSC1=O	2.9	6.3	27.3	16.5	2.5	.	5.3	-0.5
CCOC(=O)C(=CNNc1cccc(Cl)c1)C(=O)OCC	-9.1	5.3	.	2.0	5.6	.	1.3	4.5
Cc1csc(NC(=O)Cc2ccccc2Cl)n1	-107.3	4.6	-2.6	-0.1	-0.7	-38.6	-12.1	-0.2
CCC/C(=C1/c2ccccc2C(=O)N1c1ccccc1)c1ccc2c(c1)OCCO2	36.1	4.4	-6.8	.	-4.1	-3.2	115.1*	-2.2
COc1ccc(CN(C)C[C@H]2Oc3c(NC(=O)Nc4ccc(OC)cc4)cccc3C(=O)N([C@@H](C)CO)C[C@H]2C)cc1	.	2.5	2.8	-14.0	-1.6	-5.4	-45.5	-0.6
CCCCN(C)CCn1c(=S)[nH]c2ccc(N3CCOCC3)cc2c1=O	16.6	-8.0	0.8	3.1	-1.2	-8.8	-26.0	.

In the list so far, these have a cyano group.
SMILES	PAX8 inh HTS	PGC1a acetyl inh	INS-1E GSIS act	ARNT-TACC3 inh	PglD DTNB	LGR2 antag	C2C12 statin	Cneo AK release
CCOC(=O)c1c(C)[nH]c(C(=O)/C(C#N)=C/c2ccc(OC)c(OC)c2)c1C	-16.4	.	-1.7	-4.2	3.1	-3.8	.	-1.8
CCOC(=O)CN(C(=O)COc1nc(-c2ccccc2)cc(C)c1C#N)c1ccccc1C	2.4	0.2	9.6	.	-2.7	1.8	-2.2	7.4

The list continues.
SMILES	PAX8 inh HTS	PGC1a acetyl inh	INS-1E GSIS act	ARNT-TACC3 inh	PglD DTNB	LGR2 antag	C2C12 statin	Cneo AK release
CCNC(=O)C1(C)CCCN(C(=O)c2cc(C)nn2C(C)(C)C)C1 (stereo not drawn)	-11.4	-1.5	10.3	.	0.1	2.8	-1.3	0.6
O=C(CSc1nc(C2CC2)n(-c2ccccc2)n1)NCc1ccco1	-2.6	5.1	-15.2	0.2	0.6	1.4	3.9	-2.3
COc1ccc(NS(=O)(=O)c2cc(NC(=O)C(CC(C)C)NC(N)=O)ccc2N2CCOCC2)cc1 (stereo not drawn)	-0.9	.	0.4	1.5	2.9	5.3	11.3	-0.2
Cc1ccc(Cn2ccc(NC(=O)C3C4CCC(C4)C3C(=O)O)n2)cc1 (stereo not drawn)	.	.	2.5	0.3	1.5	10.4	-13.1	2.7
Cc1ccccc1N(C(=O)CCCC(=O)Nc1ccccn1)C(C(=O)NC1CCCC1)c1ccc(O)cc1 (stereo not drawn)	3.8	6.9	-26.6	-0.3	1.4	0.2	2.1	2.3
COc1ccc(S(=O)(=O)N(C)C[C@H]2Oc3c(NC(=O)Nc4c(C)noc4C)cccc3C(=O)N([C@H](C)CO)C[C@@H]2C)cc1	3.9	3.7	9.4&-3.6	-1.5	5.3	8.4&-4.1	7.7	3.0
COC(=O)C1=C(N)Oc2cc(C)n(CCc3ccccc3)c(=O)c2C1c1cccnc1 (stereo not drawn)	.	-0.5	.	-1.1	2.4	.	-5.9	1.1
Cc1cc(Cl)ccc1OCC(=O)N[C@@H](Cc1ccccc1)c1nc2ccccc2[nH]1	1.0	.	34.5	-12.4	.	1.4	.	.
CC(NC(=O)/C(=C\c1ccco1)NC(=O)c1ccco1)C(=O)O (stereo not drawn)	10.2	12.9	1.3	-1.3	-5.2	2.3	-6.7	0.2
CCOc1ccc(NC(=O)CSc2nc3ccccc3c(=O)n2CCNC(C)=O)cc1	-18.3	-6.5	.	-0.5	-1.6	.	15.0	-2.0
O=C1Nc2ccccc2/C1=N/N=C/c1ccc(-c2ccc([N+](=O)[O-])cc2)o1	17.9	.	-0.5	-33.9	.	16.5	.	.
CCCN(CCC)CCCNC(=O)c1ccc2c(Cl)c3c(nc2c1)CCC3	-19.7	-14.7	0.8	-11.1	0.3	-10.6	-13.5	0.0
O=C(C[C@@H]1CC[C@H](NC(=O)c2ccccc2)[C@@H](CO)O1)Nc1ccc(-c2ccccc2)cc1	25.4	-15.4	-3.6	20.2	0.4	0.0	-2.2	-0.9
CCOC(=O)C(NC(C)=O)C(O)c1ccc([N+](=O)[O-])cc1 (stereo not drawn)	5.1	.	4.8	0.6	2.0	9.2	.	-2.6
COc1ccc(CNC(=O)N2CCc3ccccc3C2)cc1	-29.1	2.9	-7.7	-47.6	-3.0	-17.5	6.0	0.9
